Screening data from PubChem.
Pemphigus Ab inh: inhibitors of pemphigus antibody binding to DSG3, primary screen, biochemical, bead-based, flow cytometry, scFv-GFP; Desmoglein-3 (Homo sapiens), P32926; DSG3-coupled beads, scFv-anti-DSG3-GFP binding; stronger effect = lower value; binding (percent of control), % at 10 µM; 310,000 compounds, 0.48% hits;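 active = binding more than 3 SD below its plate's average and above zero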; also: some compounds called inactive have numbers as strong as hits
RTF Ca sens inh: cardiac RTF calcium sensitivity inhibitors, primary screen, biochemical, IANBD-TnC fluorescence, EC70 calcium | 340,000 compounds, 0.12% hits | Troponin I, cardiac muscle (Homo sapiens) + Troponin T, cardiac muscle (Homo sapiens) + … | inhibition, % at 7.15 µM | IANBD-labeled cardiac RTF, Ca2+ fluorescence;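 active = inhibition above the mean inhibition of all tested compounds plus 3 SD, cut at about 17% in these data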;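 also: assay run at fixed EC70 calcium of 1.6 mM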
C-LANA FP: inhibitors of KSHV C-LANA binding to DNA, primary screen, biochemical, fluorescence polarization, FAM-LBS DNA, MBP-C-LANA, single point; inhibition, % at 9 µM; Kaposi's sarcoma herpesvirus LANA C-terminal domain (residues 932-1162) DNA binding; 340,000 compounds, 0.078% hits;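 active = highest replicate inhibition at or above 60% at 9 µM, even if other replicates fall short; inactive = all replicates below 60% inhibition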;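 also: 0% = neutral control wells and 100% = 4 µM acridine orange control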
Keap1-Nrf2 PPI: Keap1-Nrf2 protein-protein interaction inhibitors, primary screen, biochemical, fluorescence polarization, single point. 340,000 compounds, 0.15% hits. Kelch-like ECH-associated protein 1 (Homo sapiens), Q14145. AID 504523, 2011. Keap1 Kelch-Nrf2 peptide fluorescence polarization, 1536-well. inhibition, % at 9.4 µM; in the data active = inhibition above about 12%;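 also: human Keap1 Kelch domain with fluorescein labeled Nrf2 9mer peptide probe; 0% = neutral control wells and 100% = peptide positive control; higher means more block of Keap1 binding to Nrf2 peptide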
Target sequence (Q14145 whole entry, looked up, the tested form may be a part): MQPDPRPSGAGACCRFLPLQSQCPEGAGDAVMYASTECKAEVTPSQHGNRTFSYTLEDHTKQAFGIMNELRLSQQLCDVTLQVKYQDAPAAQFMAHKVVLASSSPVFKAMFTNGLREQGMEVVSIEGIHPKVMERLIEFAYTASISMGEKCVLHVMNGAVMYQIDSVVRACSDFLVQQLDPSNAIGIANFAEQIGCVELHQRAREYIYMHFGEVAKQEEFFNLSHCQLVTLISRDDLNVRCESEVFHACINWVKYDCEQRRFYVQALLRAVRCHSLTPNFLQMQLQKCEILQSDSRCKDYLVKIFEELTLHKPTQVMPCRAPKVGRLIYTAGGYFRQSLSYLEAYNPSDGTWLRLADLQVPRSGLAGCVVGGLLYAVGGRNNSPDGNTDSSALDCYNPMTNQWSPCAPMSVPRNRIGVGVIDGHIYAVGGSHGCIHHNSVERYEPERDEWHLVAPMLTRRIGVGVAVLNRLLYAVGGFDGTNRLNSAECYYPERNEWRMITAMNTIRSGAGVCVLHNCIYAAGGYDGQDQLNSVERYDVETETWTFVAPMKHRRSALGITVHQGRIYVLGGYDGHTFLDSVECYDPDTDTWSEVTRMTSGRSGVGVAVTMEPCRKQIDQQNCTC
Arrestin-AP2 inh: inhibitors of beta-arrestin/AP2 binding, primary screen, biochemical, GPCR trafficking, flow cytometry. beta-arrestin 1 C-terminal peptide binding to AP2 beta2-adaptin appendage (human). FITC-arrestin peptide / GST-AP2 beads; AP2 beta2 appendage carries R879A mutation. inhibition, % at 10 µM. 340,000 compounds, 0.31% hits. AID 504490, 2011;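 active = inhibition above a set limit, near 3 SD of compounds lacking own fluorescence, cut at about 54% in these data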;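 also: plate controls were DMSO wells for no effect and 5 µM unlabelled arrestin peptide for full effect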
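Test system: GST-tagged AP2 beta2-adaptin appendage (R879A) on 4 µm glutathione beads; also added: fluorescein-tagged arrestin peptide at 50 nM final; timing: 12 min plus 1 h, RT; signal: flow cytometry, FL1 (488/535 nm); read-out: percent drop in bead-associated FITC signal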
Wnt bcat act: Wnt/beta-catenin pathway activators, primary screen, cell-based, plate reader, single point; Wnt/beta-catenin reporter cell assay, activator; activation, % at 9.35 µM; 300,000 compounds, 1.2% hits; in the data active = activation above about 30%, passing the limit was not always enough;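 also: 0% = neutral control wells and 100% = positive control wells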
OPRM1-OPRD1 ag: agonists of OPRM1-OPRD1 heterodimerization, primary screen, cell-based, luminescence | activation, % at 9.3 µM | cells | 340,000 compounds, 0.3% hits | AID 504326, 2011; in the data active = activation above about 18%;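 also: 0% = vehicle-treated cells and 100% = reference agonist; values of inactives mirror those of a sister screen read the other way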
cardiac RTF act: cardiac RTF calcium sensitivity activators, primary screen, biochemical, IANBD-TnC fluorescence, EC20 calcium; activation, % at 7.2 µM; AID 493008, 2010; 340,000 compounds, 0.24% hits; IANBD-labeled TnC RTF fluorescence at EC20 calcium; 0% EC20 calcium, 100% full calcium;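 active = activation above the mean over all tested compounds plus 3 SD, cut at about 30% in these data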;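 also: rise in fluorescence read as greater calcium sensitivity of cardiac thin filaments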
V-ATPase pH: regulators of yeast V-ATPase proton pumping, primary screen, pHLuorin cytosolic pH fluorescence | S. cerevisiae | response, % at 10 µM | 350,000 compounds, 0.37% hits | AID 504577, 2011; in the data active = response mostly above about 7.3%, no sharp cut-off; inactive = mostly below about 5.4%; also: actives read high; inactives centre near 0; some compounds called inactive have numbers as strong as hits; reference of the scale not given here
OPRM1-OPRD1 inv: inverse agonists of MOR-DOR heterodimerization, primary screen, cell-based, luminescence; 340,000 compounds, 0.21% hits; inhibition, % at 9.3 µM; cell-based MOR-DOR heterodimer luminescence, inverse agonism; in the data active = inhibition above about 22%, passing the limit was not always enough;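 also: 0% = cells with DMSO and 100% = wells without cells with DMSO; values of inactives mirror those of a sister screen read the other way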
Numbers without * were called inactive; / = not tested or not shown; & = joins results of further samples.

SMILES | Pemphigus Ab inh | RTF Ca sens inh | C-LANA FP | Keap1-Nrf2 PPI | Arrestin-AP2 inh | Wnt bcat act | OPRM1-OPRD1 ag | cardiac RTF act | V-ATPase pH | OPRM1-OPRD1 inv
N#Cc1ccccc1S(=O)(=O)N1CCN(CC(O)COc2ccccc2F)CC1 (centres undefined) | 99 | -2 | 7.3 | -1 | 9 | 0 | -0.9 | -1 | 3 | 4
Cn1cnnc1Sc1ccc(/C=C/C(=O)c2ccc(O)cc2)cc1[N+](=O)[O-] | 78 | -8 | -0.2 | -2 | 14 | 16 | 0.8 | -3 | 1 | -6
O=C(C1=C(O)C(=O)N(CC2CCCO2)C1c1ccc(Cl)cc1Cl)c1ccco1 (centres undefined) | / | -3 | -1.0 | -2 | 1 | 0 | -0.3 | -7 | -2 | 2
CC(=O)Oc1ccc(-c2nc(-c3cccnc3)no2)cc1 | 96 | 5 | 0.3 | 0 | -10 | 8 | -2.6 | -2 | 2 | 15
Cn1nc(OCc2ccccc2)ccc1=O | / | 14 | 0.2 | -8 | 0 | 2 | -2.4 | 12 | 3 | 14
Cc1ccc2c(C)c(C(=O)NCCN3CCOC3=O)oc2c1C | 116 | -2 | -0.6 | -3 | -3 | 0 | -2.6 | -3 | -5 | 14
Cc1ccc(NC(=O)c2ccc3c(c2)[nH]c(=O)n3C(C)C)cc1 | 98 | 6 | -2.0 | 1 | 18 | -3 | 0.4 | -5 | 0 | -2
Cn1c(N)c(C(=O)COC(=O)/C=C/c2ccc(S(=O)(=O)N3CCOCC3)cc2)c(=O)n(C)c1=O | 91 | -18 | -1.0 | -5 | 12 | -1 | -2.2 | 1 | -2 | 11
O=S(=O)(c1cc(Cl)ccc1Cl)n1ccnc1 | 97 | -1 | 0.5 | 0 | -11 | 0 | -2.7 | -5 | 1 | 13
O=S(=O)(c1ccc2ccccc2c1)N(CC(O)COCc1ccco1)c1ccccc1 (centres undefined) | 104 | -12 | -2.6 | -2 | 10 | / | 6.8 | -9 | 2 | -37
OCn1ncn(-c2ccccc2)c1=S | 98 | -10 | 2.1 | 0 | -1 | -1 | -3.6 | -3 | 1 | 15
O=C(NCc1nnc(SCC(=O)N2CCN(c3ccccc3)CC2)o1)c1c(F)cccc1F | 103 | -6 | 0.7 | 3 | 13 | 3 | 0.5 | 5 | 2 | -4
CCCS(=O)(=O)N1CCN(C(=O)c2ccccc2F)CC1 | 104 | -8 | 0.2 | -2 | 0 | -6 | -1.0 | 7 | -1 | 5
CCOc1ccc(C(=O)Nn2cnnc2)cc1 | 80 | 0 | 1.0 | 0 | -3 | / | -1.3 | -2 | 0 | 7
O=C(O)CCCC(=O)Nc1ccc(Oc2ncnc3cc(Cl)ccc23)nc1 | 114 | 1 | -0.6 | -5 | 7 | -3 | -2.4 | -1 | 0 | 12
CC(C)CCNC(=O)C(C)N(Cc1ccc(F)cc1)C(=O)c1ccc(CN2CCCCC2)o1 (centres undefined) | 100 | 1 | -0.2 | -4 | 2 | -3 | 0.1 | -1 | -1 | -1
CCOC(=O)c1[nH]ncc1CN1CCN(Cc2ccc(C)cc2)C(CCO)C1 (centres undefined) | 103 | -13 | -1.0 | -5 | -1 | 7 | -2.8 | -1 | 0 | 16
CCN(CCn1cccn1)C(=O)CCc1nnc(CCCc2ccccc2)o1 | 88 | -4 | 0.2 | -4 | -8 | / | -2.9 | -3 | -1 | 14
NS(=O)(=O)c1ccc(Nc2nc(-c3ccc(F)cc3)cs2)cc1 | 106 | / | -0.6 | -2 | -12 | 2 | / | / | -1 | /
O=C(Cn1cc2c(n1)CCCCC2)NCCCN1CCOCC1 | 104 | -6 | -0.8 | 4 | 0 | 1 | -1.8 | 1 | -3 | 9
O=C(N/C(=C\c1ccc2c(c1)OCO2)C(=O)N1CCOCC1)c1ccccc1Br | 101 | -18 | -0.5 | 0 | -6 | -1 | 0.0 | -6 | 3 | 0
Cc1cc(C)n(-c2ccc(C(=O)NCCCN3CCOCC3)cc2)n1 | 101 | -2 | -1.1 | -4 | 16 | 1 | -0.1 | 8 | -2 | 0
COc1ccc(C2N3CC4(C)CN2CC(C)(C3)C4)cc1OC (centres undefined) | 105 | -8 | 1.0 | 3 | 9 | -7 | -2.8 | 0 | -2 | 15
CC(C)(C)c1sc(N)nc1-c1ccccc1 | 105 | -2 | -0.7 | 0 | 6 | / | -0.2 | -3 | -1 | 1

9 structures already listed, arranged by SMILES length, highest first.
SMILES | Pemphigus Ab inh | RTF Ca sens inh | C-LANA FP | Keap1-Nrf2 PPI | Arrestin-AP2 inh | Wnt bcat act | OPRM1-OPRD1 ag | cardiac RTF act | V-ATPase pH | OPRM1-OPRD1 inv
CC(C)CCNC(=O)C(C)N(Cc1ccc(F)cc1)C(=O)c1ccc(CN2CCCCC2)o1 (centres undefined) | 100 | 1 | -0.2 | -4 | 2 | -3 | 0.1 | -1 | -1 | -1
CCOC(=O)c1[nH]ncc1CN1CCN(Cc2ccc(C)cc2)C(CCO)C1 (centres undefined) | 103 | -13 | -1.0 | -5 | -1 | 7 | -2.8 | -1 | 0 | 16
O=C(O)CCCC(=O)Nc1ccc(Oc2ncnc3cc(Cl)ccc23)nc1 | 114 | 1 | -0.6 | -5 | 7 | -3 | -2.4 | -1 | 0 | 12
NS(=O)(=O)c1ccc(Nc2nc(-c3ccc(F)cc3)cs2)cc1 | 106 | / | -0.6 | -2 | -12 | 2 | / | / | -1 | /
CCN(CCn1cccn1)C(=O)CCc1nnc(CCCc2ccccc2)o1 | 88 | -4 | 0.2 | -4 | -8 | / | -2.9 | -3 | -1 | 14
COc1ccc(C2N3CC4(C)CN2CC(C)(C3)C4)cc1OC (centres undefined) | 105 | -8 | 1.0 | 3 | 9 | -7 | -2.8 | 0 | -2 | 15
CCCS(=O)(=O)N1CCN(C(=O)c2ccccc2F)CC1 | 104 | -8 | 0.2 | -2 | 0 | -6 | -1.0 | 7 | -1 | 5
O=C(Cn1cc2c(n1)CCCCC2)NCCCN1CCOCC1 | 104 | -6 | -0.8 | 4 | 0 | 1 | -1.8 | 1 | -3 | 9
CC(C)(C)c1sc(N)nc1-c1ccccc1 | 105 | -2 | -0.7 | 0 | 6 | / | -0.2 | -3 | -1 | 1

Continued.
SMILES | Pemphigus Ab inh | RTF Ca sens inh | C-LANA FP | Keap1-Nrf2 PPI | Arrestin-AP2 inh | Wnt bcat act | OPRM1-OPRD1 ag | cardiac RTF act | V-ATPase pH | OPRM1-OPRD1 inv
CCOCc1nnc(NC(=O)c2cc(C(=O)OC)cc([N+](=O)[O-])c2)s1 | 104 | 1 | 0.1 | -4 | -4 | -2 | -2.5 | 2 | -1 | 13
CCOC(=O)CCNC(=O)CNC(=O)OCc1ccccc1 | 92 | -7 | 0.7 | 2 | -4 | -1 | -2.6 | -5 | -1 | 11
Cc1nnc2sc(-c3cccc4ccccc34)nn12 | / | -3 | -1.1 | 2 | 4 | / | -2.8 | 0 | -3 | 14
CCCN1C2CCCC1CC(NC(=O)c1cccc([N+](=O)[O-])c1)C2 (centres undefined) | 102 | -4 | -1.4 | -2 | 16 | -1 | -2.4 | -4 | -4 | 11
CC(=O)c1ccc(NC(=S)NC(=O)/C=C/c2ccco2)cc1 | 118 | 8 | -1.5 | -1 | 41 | 3 | -2.8 | -3 | -1 | 14
CCOc1ccc(C(=O)OCC(=O)Nc2cccc(S(=O)(=O)N3CCCC3)c2)cc1 | 97 | -3 | -0.5 | 3 | 24 | -1 | 0.8 | -3 | 2 | -3
O=C(NNc1cc(Cl)ccc1Cl)c1cccs1 | 97 | / | 14 | 31* | -1 | -1 | / | / | 1 | /
CC(=O)N/C(=C\c1ccc(C)cc1)C(=O)O | 103 | 3 | 1.3 | 0 | 17 | -1 | 0.7 | -6 | 1 | -5
CC(C)(C)OC(=O)C[C@@H]1C/C=C\C[C@@H](CC(=O)N(CCO)Cc2ccccc2)C(=O)N[C@H](Cc2ccccc2)COC1=O | 98 | 0 | -0.2 | 3 | 7 | -3 | -0.8 | -4 | -9 | 5
CCN(CC)CCn1c(=S)[nH]c2cc3c(cc2c1=O)OCO3 | 99 | -3 | -4.6 | 2 | 13 | -2 | -1.4 | -3 | 1 | 7
COC(=O)c1ccc2c(=O)[nH]c(COC(=O)c3cccc(S(=O)(=O)N4CCOCC4)c3)nc2c1 | 98 | -8 | -0.4 | -2 | -4 | 1 | -3.2 | 5 | 4 | 17
COc1ccc(NC(=O)CCN2CCCCCC2)c(OC)c1 | 108 | 1 | -1.9 | 3 | 19 | / | -1.3 | 4 | -1 | 7
O=C(O)CCNc1cc2ccccc2cc1C(=O)O | 104 | -12 | 0.7 | 0 | 10 | 0 | 3.5 | 10 | 0 | -20
CCOc1cc(N2CCOCC2)c(OCC)cc1NC(=O)Cc1cccc2ccccc12 | 99 | -7 | -1.2 | 1 | -6 | 0&-2 | 2.2 | -4 | -1 | -13
O=C(CCc1ccc(Oc2cc([N+](=O)[O-])cc([N+](=O)[O-])c2)cc1)N1CCCCCC1 | 107 | -8 | -0.4 | -2 | 30 | 5 | 3.9 | 6 | -1 | -20
CCN(CC)S(=O)(=O)c1cc(C(=O)Nc2cc(C)[nH]n2)ccc1Cl | 108 | -8 | 1.5 | 0 | 26 | / | -0.2 | 8 | 3 | 1
CC(Sc1nc(N)cc(=O)[nH]1)C(=O)N1CCOCC1 (centres undefined) | 120 | -4 | -0.2 | -6 | -1 | -6 | -0.8 | -2 | 6 | 5
Cn1c(N)c(C(=O)COC(=O)c2cccs2)c(=O)n(C)c1=O | 98 | -20 | -0.8 | -3 | 17 | / | 0.1 | -6 | 0 | -1
Cc1ccc(/C=C(\NC(=O)c2ccccc2)C(=O)NC(Cc2ccccc2)C(=O)O)cc1 (centres undefined) | 100 | -3 | -0.3 | 6 | 44 | / | -1.8 | 2 | -2 | 9
CCOC(=O)c1ccc(NC(=O)CSc2ccc(-c3cccnc3)nn2)cc1 | 113 | -12 | 0.2 | -3 | 11 | 8 | 1.0 | 7 | 1 | -5
O=C(Nc1ccccc1)N(Cc1cccs1)C1CCCC1 | 97 | 0 | 1.7 | -1 | -11 | / | -2.5 | -5 | -2 | 12
CCOc1ccc(S(=O)(=O)NC2CC2)cc1C(N)=O | 104 | -6 | 0.3 | 4 | 2 | -1 | -4.2 | -1 | -1 | 21
